EP2 mod – EP2 receptor (human) modulation | P43116 | EP2-expressing cells, cAMP HTRF FRET, PGE2 co-stimulation | induction, % at 25 µM | actives 0.83% (n = 260,000);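 active means compounds whose cAMP rise, as percent of the full-agonist control response, exceeds 60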;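 further: rat C6 glioma line stably carrying human EP2 under a CMV promoter; the protocol text gives 20 µM as final concentration; 100% = response of wells given 1 µM PGE2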
NPY-Y1 antag – NPY-Y1 (human) receptor antagonism; P25929; HEK293-CNG Y1 cells, membrane potential fluorescence; NPY at EC95, then isoproterenol; inhibition, % at 3.6 µM; actives 1% (n = 200,000); AID 1040;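 active means inhibition above the campaign mean inhibition of all tested compounds plus 3 SD, cut at about 20% in these data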;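 further: 0% = DMSO wells given NPY plus isoproterenol and 100% = isoproterenol alone without NPY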
Target sequence (P25929 whole entry, looked up): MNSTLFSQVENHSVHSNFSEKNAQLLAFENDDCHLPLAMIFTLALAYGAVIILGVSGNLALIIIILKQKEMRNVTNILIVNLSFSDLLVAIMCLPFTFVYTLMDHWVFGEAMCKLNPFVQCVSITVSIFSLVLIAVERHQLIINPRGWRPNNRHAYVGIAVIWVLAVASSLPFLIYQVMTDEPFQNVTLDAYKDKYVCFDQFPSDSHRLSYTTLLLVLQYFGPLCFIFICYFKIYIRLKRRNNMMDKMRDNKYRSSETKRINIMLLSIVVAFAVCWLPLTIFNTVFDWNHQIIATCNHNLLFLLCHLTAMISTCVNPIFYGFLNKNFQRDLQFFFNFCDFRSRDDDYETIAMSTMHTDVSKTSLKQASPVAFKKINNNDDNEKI
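Test system: HEK293 cells co-expressing NPY Y1 receptor and cyclic-nucleotide gated channel; Also added: NPY (25 nM), isoproterenol (1 µM), Ro 20-1724 (25 µM); Compound dosing: one concentration, 3.6 µM, in 0.4% DMSO; Timing: dye 3 h, compound 60 min room temperature, stimulation 45 min; Technique: Membrane-potential fluorescent dye readout.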
S1P4 antag – human S1P4 receptor antagonism. inhibition, % at 4.98 µM. actives 0.26% (n = 220,000). O95977. S1P4-expressing cells, antagonist mode, reporter read-out; in the data active means inhibition above about 29%;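 further: 0% = wells stimulated with agonist and 100% = vehicle wells without agonist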
CHOP inhibitor – CHOP inhibition in unfolded protein response | CHO-K1 CHOP-promoter luciferase, tunicamycin-induced, 15-18 h | inhibition, % at 10 µM | actives 3.8% (n = 220,000) | AID 2732;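 active means compounds that reduced the stress-induced luciferase reporter signal by more than about 70% of percent inhibition, limit read from the data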;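 further: 0% = tunicamycin plus vehicle and 100% = wells without tunicamycin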
NPY1 pot ag – potentiators or agonists of human neuropeptide Y receptor Y1 | P25929 | NPY-Y1 expressing cells, potentiator/agonist activation | activation, % at 3.6 µM | actives 0.37% (n = 220,000); in the data active means activation above about 33%, passing the limit was not always enough;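 further: cells stimulated with NPY at EC10 then isoproterenol at EC100; 0% = low agonist plus stimulus and 100% = saturating agonist plus stimulus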
S1P4 agonist – agonists of human S1P4 receptor; activation, % at 4.98 µM; S1P4-expressing cell line, agonist reporter assay; AID 1509; actives 0.35% (n = 220,000); O95977; in the data active means activation above about 11%;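 further: 0% = DMSO vehicle and 100% = reference agonist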
NPY2 pot ag – potentiates or activates human NPY-Y2 receptor; P49146; cells expressing NPY-Y2, potentiator/agonist read-out; activation, % at 3.6 µM; actives 0.45% (n = 220,000); in the data active means activation above about 27%;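 further: cells stimulated with NPY near EC25 plus isoproterenol at EC100; 0% = vehicle plus submaximal agonist and 100% = vehicle plus saturating agonist; some results beyond the cut were filed as inactive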
Target sequence (P49146 whole entry, looked up): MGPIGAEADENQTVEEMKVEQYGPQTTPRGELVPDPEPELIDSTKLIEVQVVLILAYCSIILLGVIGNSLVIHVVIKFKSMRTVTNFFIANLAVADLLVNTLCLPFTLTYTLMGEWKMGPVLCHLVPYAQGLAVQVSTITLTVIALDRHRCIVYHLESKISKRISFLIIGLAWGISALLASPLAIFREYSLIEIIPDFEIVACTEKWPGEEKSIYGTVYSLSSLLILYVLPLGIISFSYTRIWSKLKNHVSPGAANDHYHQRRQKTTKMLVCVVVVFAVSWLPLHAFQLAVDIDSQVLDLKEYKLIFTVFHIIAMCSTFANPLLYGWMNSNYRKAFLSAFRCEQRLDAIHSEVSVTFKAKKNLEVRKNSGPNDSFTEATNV
zfTRPN1 agonist – activates the zebrafish TRPN1 channel. HEK293 zebrafish TRPN1-YFP, Fluo-8 calcium fluorescence; 100% = response to 87 µM carbachol. actives 0.18% (n = 220,000). AID 1424. activation, % at 3 µM;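 active means activation above its plate's cutoff, the mean activation of test wells on that plate plus 3 SD, cut at about 19% in these data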;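 further: 0% = DMSO alone and 100% = 87 µM carbachol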
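Material: zebrafish TRPN1-YFP in HEK293 cells. Doses: one dose of 3 µM, 0.3% DMSO. Incubation: dye 1 h 37 °C plus 30 min RT. Measured by: intracellular calcium fluorescence with Fluo-8.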
TRPML3 agonist – agonists of human TRPML3 channel | activation, % at 3 µM | actives 0.29% (n = 220,000) | Q8TDD5 | HEK293 TRPML3-YFP, Fluo-8 calcium fluorescence; 100% = the carbachol control signal | AID 1448;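 active means activation above its plate's cutoff, the mean activation of the plate's test wells plus 3 SD, cut at about 12% in these data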;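 further: 0% = DMSO only wells and 100% = carbachol wells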
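Test system – HEK293 line with stable expression of human TRPML3-YFP channel · Control set – carbachol 87 µM final as high control (100%), DMSO as low control (0%) · Signal – Fluo-8 calcium dye fluorescence, ex 470-495, em 515-575 nm · Incubation – 1-h 37 °C dye load, 5-s basal, 120-s post-compound reads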
* marks the source's active call; other numbers are inactive results; / = no result given; & = joins results of further samples.

SMILES | EP2 mod | NPY-Y1 antag | S1P4 antag | CHOP inhibitor | NPY1 pot ag | S1P4 agonist | NPY2 pot ag | zfTRPN1 agonist | TRPML3 agonist
Cc1ccc(-c2nn(-c3ccccc3)cc2NC(=O)CCl)cc1 | 47 | 4 | -2 | 104* | -5 | -0.8 | -8 | -3.4 | -0.2
COC(=O)c1cccc(Oc2cccc(C(F)(F)F)c2)n1 | 32 | 4 | -8 | 27 | -6 | 2.0 | -1 | -0.7 | 0.2
Cc1cccc(NC(=O)CCCn2cc([N+](=O)[O-])cn2)n1 | 18 | -1 | 9 | 22 | -1 | -0.7 | 5 | -0.4 | 0.1
COc1ccc(NC(=O)c2cccnc2C(=O)O)c(OC)c1 | 1 | 7 | 10 | 5 | 8 | -1.6 | 1 | -1.2 | 0.9
O=C(O)CN1C(=O)c2ccc(Oc3cccc4c3C(=O)N(CC(=O)O)C4=O)cc2C1=O | 12 | -2 | -9 | -8 | -4 | 0.3 | 10 | 0.9 | 1.4
CC(SCc1ccccc1)C(=O)NN=C1CCN(C)CC1 (stereo not given) | 14 | 3 | -12 | 2 | -28 | -2.1 | -16 | -1.9 | -0.3
CCOC(=O)c1c(C)[nH]c(C(=O)COC(=O)C(C)Oc2ccc(Cl)cc2Cl)c1C (stereo not given) | -57 | 7 | -12 | 75* | 8 | 0.2 | -8 | 1.0 | 0.8
O=C(NC(=S)Nc1cc(S(=O)(=O)N2CCOCC2)ccc1O)c1ccco1 | -1 | 1 | 1 | 7 | -11 | -1.1 | 12 | 0.1 | 0.8
COc1ccc(C(=O)NNC(=S)NC(=O)c2cc(-c3ccccc3)nc3ccccc23)cc1 | -14 | 5 | -4 | 35 | 14 | 0.6 | -12 | 22* | 6.5
CCOC(=O)c1c2n(c3ccc(O)cc13)CCC2 | 23 | 6 | -2 | 39 | -8 | -1.4 | 12 | -0.1 | -0.8
O=C(Nc1cccc(Cl)c1)Nc1ccccc1C(=O)NCc1ccco1 | -27 | 1 | -4 | 29 | -6 | 1.4 | -14 | -1.9 | -0.5
COc1ccc(Cl)cc1C(=O)NCc1ccco1 | 3 | / | 5 | 4 | 0 | -1.3 | -9 | -0.8 | 0.8
CC(C)(C)SCCNC(=O)COc1ccccc1 | -9 | 1 | 10 | 13 | 5 | -0.6 | 15 | -0.9 | 0.5
CC(C)Oc1cccc(C(=O)C2CCCN(Cc3cnc(N4CCCC4)s3)C2)c1 (stereo not given) | 10 | 2 | -6 | 24 | 3 | -0.8 | -17 | 1.2 | 1.0
Cc1cccc2sc(NNC(=O)c3ccc4c(c3)OCCO4)nc12 | -78 | 6 | 13 | -3 | -41 | 1.6 | -9 | -0.8 | 0.1
C/C(=C/C=N/Nc1nc(N2CCCCC2)nc(N2CCCCC2)n1)c1ccccc1 | 4 | -1 | 1 | 23 | -2 | 0.2 | -3 | -0.8 | 0.5
O=C(CN1CCN(C(=O)C2COc3ccccc3O2)CC1)Nc1ccc(F)cc1 (stereo not given) | -14 | / | -11 | 2 | 4 | 0.9 | -6 | 3.6 | -0.2
C=CCn1c(C2CC(=O)N(c3ccc(C)cc3)C2)nc2ccccc21 (stereo not given) | -9 | -3 | -1 | 5 | 3 | 1.6 | 15 | 4.6 | 0.6
O=C(NC(c1ccccc1)c1ccccc1)c1cccc(S(=O)(=O)NCc2ccccc2)c1 | 4 | 3 | -8 | 22 | -18 | 3.0 | 2 | 2.2 | -0.8
CN(C)c1ccc(-c2nnc(-c3cccs3)o2)cc1 | 14 | 0 | -15 | -12 | 0 | 1.1 | -2 | -0.3 | 0.5

Fetched by structure from the entries so far:
SMILES | EP2 mod | NPY-Y1 antag | S1P4 antag | CHOP inhibitor | NPY1 pot ag | S1P4 agonist | NPY2 pot ag | zfTRPN1 agonist | TRPML3 agonist
O=C(NC(c1ccccc1)c1ccccc1)c1cccc(S(=O)(=O)NCc2ccccc2)c1 | 4 | 3 | -8 | 22 | -18 | 3.0 | 2 | 2.2 | -0.8
C=CCn1c(C2CC(=O)N(c3ccc(C)cc3)C2)nc2ccccc21 (stereo not given) | -9 | -3 | -1 | 5 | 3 | 1.6 | 15 | 4.6 | 0.6

(cont.)
SMILES | EP2 mod | NPY-Y1 antag | S1P4 antag | CHOP inhibitor | NPY1 pot ag | S1P4 agonist | NPY2 pot ag | zfTRPN1 agonist | TRPML3 agonist
COc1ccc(CN(C(=O)c2oc3ccccc3c2C)C2CCS(=O)(=O)C2)cc1 (stereo not given) | -11 | 1 | -28 | -10 | -11 | -0.4 | -7 | 1.4 | 0.1
CCN1CCN(C(=O)CN(C)S(=O)(=O)c2ccc(Cl)cc2)CC1 | 8 | -1 | -18 | 8 | -11 | 0.7 | -5 | -0.5 | -0.1
CCCNC(=O)C(NS(=O)(=O)c1ccc2c(c1)c(=O)n(C)c(=O)n2C)c1ccccc1 (stereo not given) | 9 | 0 | -8 | 0 | -10 | -1.8 | -7 | 0.2 | -0.1
O=c1nc2s/c(=C\c3ccco3)c(=O)n2nc1Cc1ccc(F)cc1 | -7 | 4 | -3 | 29 | 13 | 1.2 | 9 | 3.2 | 0.2
Cc1ccc2c(c1)[nH]c1c(=O)n(CCN3CCCCC3)cnc12 | -33 | 5 | -6 | -11 | 4 | -1.9 | -1 | 0.0 | -0.2
COc1ccccc1/C=C/C(=O)OCC(=O)Nc1ccc(Cl)cn1 | -25 | / | 5 | 6 | 5 | 0.2 | -44 | -2.7 | -0.7
CCOc1ccc(Br)cc1S(=O)(=O)N1CCC(C(=O)O)CC1 | 5 | 3 | -2 | -18 | -12 | 1.1 | -15 | -1.2 | 1.1
CCOC(=O)N1CCN(C(=O)CSc2nnc(-c3c[nH]c4ccccc34)n2CCOC)CC1 | 47 | 3 | -13 | 7 | 8 | 2.8 | 15 | -0.7 | -1.2
CCc1ccccc1NC(=O)Cn1cccc1C1=NC(c2ccccc2)CO1 (stereo not given) | 42 | 5 | -6 | 63 | -15 | 2.5 | 5 | -1.9 | 0.3
O=C1C2CCCN2C(=O)N1CCN1CCN(c2ccccc2)CC1 (stereo not given) | 24 | 2 | -18 | 2 | -3 | 0.3 | 4 | 0.2 | 0.6
C[C@]12C=CC(=O)C=C1CC[C@H]1[C@@H]3C[C@@H](O)[C@](O)(C(=O)CO)[C@@]3(C)C[C@H](O)[C@@]12F | 7&-10 | -3 | -27 | 21&0 | -8 | 0.5 | -9 | 1.5 | 1.3
O=C(NC(=S)NC1C2CC3CC(C2)CC1C3)C12CC3CC(CC(C3)C1)C2 (stereo not given) | 19 | -2 | -8 | -24 | 18 | 1.7 | 1 | 0.1 | 0.5
CCOc1ccc(N=C2SC(C(=O)O)CC(=O)N2C)cc1 (stereo not given) | 13 | -1 | 2 | -14 | -11 | -1.8 | 11 | 0.3 | 0.8
O=C(NCCCn1ccnc1)C(=O)NCC1OCCCN1S(=O)(=O)c1ccc(Cl)cc1 (stereo not given) | 25 | 0 | -34 | 8 | -4 | 1.1 | 5 | -0.8 | 0.4
COc1ccc(N2C(S)=C(C#N)C(=O)NC2c2ccc(OC)c(OC)c2)cc1 (stereo not given) | -13&15 | -4 | 0 | -12 | 4 | 0.0 | 5 | 1.0 | 0.7
CCCOC(=O)C1[C@H]2C(=O)N(CC3CCCO3)C[C@]23C=C[C@H]1O3 (stereo not given in full) | 6 | 0 | -21 | 14 | 2 | 2.4 | 0 | 0.6 | 0.0
COc1ccc(NC(=O)C2CCCN2C(=O)Nc2cccc(F)c2)cc1 (stereo not given) | -5&6 | -3 | 14 | 2 | 8 | 1.1 | -8 | 0.3 | 0.8
O=C(c1ccccc1)C(C(=O)N1CCc2ccccc2C1)n1ccccc1=O (stereo not given) | 11 | 2 | -17 | 22 | -28 | 1.1 | -7 | 0.2 | 0.7
O=C(Nc1ccc(-c2nc3ccccc3[nH]2)cc1)c1ccc(N2C(=O)CCC2=O)cc1 | 14 | 2 | -12 | 53 | -8 | 1.0 | 12 | 0.5 | 0.5
O=C(Nc1nc2c(s1)CN(Cc1ccccc1)CC2)c1cccc(S(=O)(=O)N2CCc3ccccc32)c1 | -8 | -10 | 7 | 26 | 9 | 2.1 | 13 | 11 | 3.4
Cc1nn(CC(=O)Nc2c(C)n(C)n(-c3ccccc3)c2=O)c(C)c1[N+](=O)[O-] | -8 | -2 | 0 | -7 | 6 | -1.1 | 3 | -0.2 | 0.6
CN1CCN(c2ccc(-c3ccnn3C(=O)Nc3cccc(C(F)(F)F)c3)cc2)CC1 | -51 | -2 | 9 | -4 | 10 | -1.4 | 11 | 3.7 | 2.1
O=C(Nc1cccnc1)c1ccc(CSc2ccccc2)cc1 | -15 | 3 | -1 | -3 | -15 | -1.9 | -11 | -0.3 | -0.4
COc1ccc(C(=O)OCC(=O)NCCN2C(=O)CSC2=O)cc1 | -13 | -3 | -1 | -18 | 12 | -0.6 | 4 | -0.1 | 0.9
CSc1ccc(-c2nc(CSCC(=O)NCCCN3CCOCC3)c(C)o2)cc1 | 13 | 11 | -21 | 18 | -2 | 1.9 | 15 | 0.1 | 0.0
Cc1cc(C)nc(/N=C(\N)Nc2ccc(C)c([N+](=O)[O-])c2)n1 | -5 | 5 | -16 | 1 | 3 | 0.3 | 3 | 0.6 | 1.9
CCOC(=O)CSc1nnc(CCc2nc3ccccc3[nH]2)n1C | 15&-64 | -3 | -22 | 62 | -15 | 3.0 | -12 | -0.5 | 0.2
CC(NC(=O)CCC(=O)N1CCN(S(=O)(=O)c2ccc(Cl)cc2)CC1)c1ccccc1 (stereo not given) | -18 | 0 | -8 | 36 | -5 | 0.1 | 5 | 5.5 | 2.0
CCOc1ccc(/C=C/c2c([N+](=O)[O-])c(=O)n(C)c(=O)n2C)cc1 | -47 | -8 | -5 | 14 | 1 | -1.2 | -10 | -0.1 | -0.1
O=C(N1CCCCC1)N1CCN(C(=O)N(c2ccccc2)c2ccccc2)CC1 | 22 | 0 | -25 | 27 | -15 | 1.5 | -3 | -0.3 | 0.2
CCOC(=O)N1CCC(NC(=O)c2ccc(N3CCC4(CC3)OCCO4)c([N+](=O)[O-])c2)CC1 | -13 | -8 | -10 | 24 | 4 | -0.4 | -7 | 4.6 | 2.8
CN(CC(=O)O)S(=O)(=O)c1ccc(F)cc1 | 23 | -3 | -21 | -5 | -17 | 0.5 | -6 | -0.6 | 0.2
CCOc1ccc2[nH]cc(C(=O)NCCCN3CCOCC3)c(=O)c2c1 | -27 | 5 | 15 | 19 | -6 | -1.5 | 5 | -1.0 | 0.4

Sorted by formula weight (rising): some entries from above.
SMILES | EP2 mod | NPY-Y1 antag | S1P4 antag | CHOP inhibitor | NPY1 pot ag | S1P4 agonist | NPY2 pot ag | zfTRPN1 agonist | TRPML3 agonist
CN(CC(=O)O)S(=O)(=O)c1ccc(F)cc1 | 23 | -3 | -21 | -5 | -17 | 0.5 | -6 | -0.6 | 0.2
CCOC(=O)CSc1nnc(CCc2nc3ccccc3[nH]2)n1C | 15&-64 | -3 | -22 | 62 | -15 | 3.0 | -12 | -0.5 | 0.2
Cc1nn(CC(=O)Nc2c(C)n(C)n(-c3ccccc3)c2=O)c(C)c1[N+](=O)[O-] | -8 | -2 | 0 | -7 | 6 | -1.1 | 3 | -0.2 | 0.6

Bioassay records from PubChem.
